Screening results: PubChem, National Center for Advancing Translational Sciences (NCATS)
S3 lipid droplet = qHTS Assay for Lipid Storage Modulators in Drosophila S3 Cells | Drosophila S3 cells, BODIPY lipid droplet fluorescence, 18-24 h; cells fed with added oleic acid | Potency in µM for hits, for the others lipid storage change, negative = inhibition, % at the top dose, mostly 46.1 µM | 320,000 compounds, 0.64% hits; active = well fitted inhibition curve with a large enough effect in the signal ratio, with a control signal flat, not every such curve was filed as active; inconclusive = small, poorly fitted or top-dose-only effect, or effect the other way, or a change in a side signal; the % refers to the signal ratio
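Drosophila S3 cells got compounds at several concentrations plus oleic acid (400 uM solution). Laser-scanning cytometry with 488 nm excitation read lipid droplets at 500-530 nm and cells at 575-640 nm. Percent activity was relative to 20 uM Triacsin C.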
S3 lipid droplet cell count max = second read-out of S3 lipid droplet, no call of its own (marks repeat the call); cell number change, %; measured here: cell count max response;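 cells counted by Cell Tracker Red CMTPX staining in the red channel; peak over a dose series mostly up to 46.1 µM; percent activity relative to internal control wells on each plate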
Active calls of the source: *; i = inactive; ? = inconclusive; nt = no result given. % is scaled to controls: 0 for no effect and ±100 for the full control effect; potency is read from the fitted curve at half-maximal effect.

SMILES	S3 lipid droplet	S3 lipid droplet cell count max
COc1ccc(OC)c(NC(=O)CN2CCc3ccccc3C2)c1	?	nt
O=C1NC(=O)/C(=C\c2ccc(Oc3cnccn3)cc2)S1	?	nt
O=C(Cn1nc2sc3ccccc3n2c(=O)c1=O)c1cccs1	-1.6%	21.1
O=c1nc2n(c3cccc(Cl)c13)CCCCC2	5.1%	nt
CCn1c(NC(=O)/C=C/c2ccc(F)cc2)nc2ccccc21	?	nt
CCCCNC(=O)Cc1coc2ccc3ccccc3c12	14.8%	-8.5
COc1cccc(OCCCOc2ccc([N+](=O)[O-])cc2Cl)c1	?	nt
O=[N+]([O-])c1cccc(-c2nc3ccc([N+](=O)[O-])cc3[nH]2)c1	i	nt
Cc1cc(-c2ccc(S(=O)(=O)N(C)c3ccc(C)c(C)c3)s2)on1	?	nt
CCOc1ccc(NC(=O)N(C2CCCCC2)C(C)c2cccnc2)cc1 (stereo not drawn)	?	nt
Cc1c(CCC(=O)O)c(=O)oc2cc3occ(C(C)(C)C)c3cc12	14.8%	11.6
O=C(CN1CCN(Cc2ccccc2Cl)C1=O)NCC1CCCO1 (stereo not drawn)	?	nt
CC(=O)N1c2ccc(S(=O)(=O)NCCC(=O)NC3CCCCCC3)cc2CC1C (stereo not drawn)	i	-2.4
COC(=O)C1=CN(Cc2ccc(OC)c(OC)c2)C=C(C(=O)OC)C1c1cccc(O)c1	?	nt
CCCN1C(=O)CC(c2ccco2)Sc2ccccc21 (stereo not drawn)	i	nt
COCCNC(=O)CSc1ccc(-c2nc3ccccc3[nH]2)cn1	9.1%	4.4
CCOc1cccc(-c2c(C(=O)N/N=C/c3ccc(C)s3)nnn2-c2nonc2N)c1	?	nt
Cc1cc([N+](=O)[O-])nn1Cc1c(F)c(F)c(F)c(F)c1F	11.0%	1.0
Cn1cc(Br)c(C(=O)NNC(=O)Cc2ccc(Cl)cc2)n1	?	nt
Cc1cc([N+](=O)[O-])c(C)cc1-c1ccc(/C=N/NC(=O)c2cccnc2)o1	?	nt
CN(Cc1ccco1)C(=O)c1ccc(CNS(=O)(=O)c2ccc3c(c2)C(C)(C)C(=O)N3C)cc1	-6.2%	10.8
S=C(NCCC1=CCCCC1)NCc1ccco1	7.5%	2.8
CCOc1ccc(CCN2CN(C3CCCCC3)CNC2=S)cc1OCC	?	nt
O=C(O)c1cccc(Nc2ccc3nonc3c2[N+](=O)[O-])c1	?	nt
N/C(=N\OC(=O)c1cccc(F)c1)c1ccccc1	?	nt

Following part:
SMILES	S3 lipid droplet	S3 lipid droplet cell count max
COc1ccc(S(=O)(=O)N2CCN(Cc3ccc(OC)c(OC)c3)CC2)cc1	i	9.5
COc1ccc(CCNc2cc(C)nc3c(-c4ccccc4OC)cnn23)cc1OC	i	nt
c1cc2c(nn1)CCc1nonc1-2	?	nt
CCOc1ccccc1NC(=O)Cc1coc2ccc(C)cc12	-7.2%	8.9
CCCCC(=O)N=c1sc2cc(S(C)(=O)=O)ccc2n1C	-12.8%	2.3
CCn1c(SC(C)C(=O)NCC2CCCO2)nc2ccccc21 (stereo not drawn)	?	nt
S=c1[nH]cnc2sc(Nc3ccccc3)nc12	-7.2%	-9.0
Cc1cc(O)c2c(CN3CCN(Cc4ccccc4)CC3)cc(=O)oc2c1	?	nt
C=CCNC(=S)NN=C1CCCCCCC1	-9.4%	-14.1
COc1cccc(NC(=O)CSc2nc3ccsc3c(=O)n2-c2ccc(C(=O)O)cc2)c1	3.6%	1.7
O=C(COC(=O)CCSc1ccc(Cl)cc1)NCc1ccco1	?	nt
CCOC(=O)N1CCN(S(=O)(=O)CCNC(=O)c2ccc(OC)cc2)CC1	1.3%	nt
COCCNC(=O)CSc1nc2ccccc2c(=O)n1CCC(=O)NCCc1ccc(OC)c(OC)c1	-6.8%	-7.0
N#Cc1ccsc1NC(=O)CN1C(=O)NC2(CCCC2)C1=O	29.2%	nt
CCOC(=O)c1sc(NC(=O)c2ccccc2)cc1C	-6.0%	0.2
COc1ccc(CN2CCN(Cc3cccc4nonc34)CC2CCO)c(C)c1C (stereo not drawn)	23.6%	3.4
CCC1(C)NC(=O)N(CC(=O)Nc2sc3c(c2C(=O)OC)CCCCC3)C1=O (stereo not drawn)	-4.0%	-5.0
O=C(NCCCSc1ccccc1)c1cc(Br)ccc1O	?	nt
O=C(Nc1nc(-c2cc(Cl)sc2Cl)cs1)c1cccs1	i	nt
CC1(C)CC2C1CCC1(O)CC2(C)CCC1N(O)c1ccc(C(=O)NCCO)cn1 (stereo not drawn)	?	nt
CCOc1cc(/C=C/C(=O)O)ccc1OCCOc1ccccc1	?	nt
CCN(CC)CCCOC(=O)c1ccc(OC)cc1O	-15.6%	-2.3
N#Cc1ccc(OCC(=O)NC2=NCCS2)cc1	?	nt
CCOP(=O)(CN(CC)C(=O)c1ccccc1Br)OCC	-8.3%	2.6
Cc1ccc(CN(C)C(=O)C2CCCN2C(=O)c2cccs2)o1 (stereo not drawn)	?	nt

Reformatted with two lines to a compound: part of the list above
Fields: S3 lipid droplet	S3 lipid droplet cell count max
> CCOc1ccc(CCN2CN(C3CCCCC3)CNC2=S)cc1OCC
    ?	nt
> Cc1cc(O)c2c(CN3CCN(Cc4ccccc4)CC3)cc(=O)oc2c1
    ?	nt
> CCCN1C(=O)CC(c2ccco2)Sc2ccccc21 (stereo not drawn)
    i	nt

As a short view, some entries already given:
SMILES	S3 lipid droplet	S3 lipid droplet cell count max
N#Cc1ccc(OCC(=O)NC2=NCCS2)cc1	?	nt
CCOP(=O)(CN(CC)C(=O)c1ccccc1Br)OCC	-8.3%	2.6

Next structures follow.
SMILES	S3 lipid droplet	S3 lipid droplet cell count max
CC(=O)Nc1cccc(C(=O)OC(C(=O)c2ccc(C)cc2)c2ccccc2)c1 (stereo not drawn)	?	nt
O=C(NCCN1CCN(c2ccccc2)CC1)C1CCN(S(=O)(=O)N2CCOCC2)CC1	-1.1%	8.0
CCc1ccccc1NC(=O)Nc1ccsc1C(=O)OC	?	nt
CC1(C)CC2(CC(c3cccs3)c3cc(Cl)c(O)cc3O2)NC(=S)N1 (stereo not drawn)	-7.9%	14.7
COc1ccc(CCNC(=O)CSc2nnc(CNC(=O)c3cc(OC)c(OC)c(OC)c3)o2)cc1OC	?	nt
COc1cc(C(=O)NCC(=O)N/N=C/c2cccs2)cc(OC)c1OC	9.3%	7.1
Cc1cc(C)cc(NC(=O)c2cccnc2)c1	?	nt
CCOc1ccccc1CNC(=O)c1ccc2nc(N3CCOCC3)sc2c1	-12.2%	nt
C/C(=C\C(=O)c1ccccc1)Nc1cccc(O)c1	?	nt
COc1ccccc1/C=C/C=C1\Oc2c(ccc(O)c2CN(C)C)C1=O	?	nt
O=C(NCCCN1CCCCCC1)c1cc2c(=O)oc3ccccc3c2s1	?	nt
Nc1cc(N)nc(SCC(=O)N2CCCCC2)n1	6.7%	2.4
CNNC(=S)Nc1cccc(C(F)(F)F)c1	?	nt
Cc1cc(C)nc(N/N=C2/CCCC/C2=C\c2ccccc2)n1	?	nt
Cc1ccc2c(c1)C(O)(CC(=O)c1ccc(C)s1)C(=O)N2 (stereo not drawn)	?	nt
O=C(Cn1cnc2scc(-c3cccc([N+](=O)[O-])c3)c2c1=O)NCc1ccco1	-0.6%	3.7
Cc1csc(=Nc2ccccc2)n1Cc1ccco1	-13.7%	nt
O=c1oc2cc(Br)ccc2n1Cc1ccccc1	?	nt
O=C(CCN1C(=O)/C(=C/c2cccs2)SC1=S)Nc1ccc(O)cc1	?	nt
Cn1c(SCc2cccc(C#N)c2)nc2ccccc2c1=O	3.5%	7.3
COc1ccc(OC)c(S(=O)(=O)N2CCC(C(=O)NC3CCCCC3)CC2)c1	?	nt
CCn1c(-c2csc3ccccc23)n[nH]c1=S	?	nt
NC(=O)CCCSc1nc2ccccc2[nH]1	i	nt
O=C(/C=C/c1ccccc1)c1c[nH]c2ccccc12	?	nt
CCc1nnc(NC(=O)CN2C(=O)c3ccccc3C2=O)s1	-17.2%	-15.8

Next section:
SMILES	S3 lipid droplet	S3 lipid droplet cell count max
Cc1ccc(C2=NOC(C)(c3nnc(-c4ccc(Cl)cc4)o3)C2)cc1 (stereo not drawn)	?	nt
COc1cccc(/C=C/C(=O)OCC(=O)NCc2ccc(Cl)cc2)c1	?	nt
CN(C)CCn1c(C(=O)O)cc2ccccc21	9.3%	-1.5
Cc1ncc(CN2CCCC(C(=O)Nc3ccc(-c4cscn4)cc3)C2)cn1 (stereo not drawn)	?	nt
CNc1nc2c(Cl)cc(Cl)cc2s1	?	nt
COC(CNC(=O)C(=O)NCC1OCCN1C(=O)c1ccc(Cl)cc1)OC (stereo not drawn)	0.3%	3.6
CCn1c(O)c2ccc(C(=O)N=NC(=O)c3cccnc3)cc2c1O	-1.5%	3.9
O=C(COCc1cc(-c2ccc3c(c2)OCO3)on1)N1CCCCC1	?	nt
COc1cccc(CC2(CO)CCCN(CC3=Cc4cc(Cl)ccc4OC3)C2)c1 (stereo not drawn)	14.5%	-12.1
Cc1ccc(Sc2nnc(-c3ccccc3)cc2C#N)cc1	?	nt
O=C(Cn1c(COc2ccccc2)nc2ccccc21)Nc1cc(Cl)cc(Cl)c1	?	nt
Cc1nnsc1S(=O)c1ccccc1Cl (stereo not drawn)	14.1%	-9.4
O=C(NC(=S)NCCC1=CCCCC1)c1ccco1	?	nt
COC(=O)c1ccc(-n2cncn2)c([N+](=O)[O-])c1	-6.3%	-1.1
O=S1(=O)CC/C(=N\O)c2ccccc21	5.1%	0.6
O=C1NC(=O)C(Cc2ccccc2)(c2cccnc2)N1 (stereo not drawn)	3.3%	4.7
O=c1cc(N2CCCCC2)c(-c2ccccc2)nn1Cc1cccc(Cl)c1	?	nt
CCOC(=O)CSc1cc(=O)n(CC)c2ccccc12	5.6%	5.3
O=C(Nc1ccc(N2CCN(c3ccc(C(F)(F)F)cn3)CC2)nc1)c1cccs1	-13.9%	-3.3
Cc1cccc(C(=O)OCC(=O)NCc2cccs2)c1	?	nt
OCC[C@H]1C[C@H](O)[C@@H](O)[C@]2(OCc3ccccc32)O1	?	nt
Cc1cccc(NC(=S)N(Cc2cccc(Br)c2)CC2CCC(C(=O)O)CC2)c1 (stereo not drawn)	?	nt
CC1CC2(CCCCC2)Nc2ccc3ccccc3c21 (stereo not drawn)	4.4%	18.5
O=C(NCc1cccc(C(F)(F)F)c1)C1CC(c2ccccc2C(F)(F)F)=NO1 (stereo not drawn)	?	nt
COc1cc(OC)c2ccc(=O)oc2c1C(CC(=O)N1CCOCC1)c1ccc(N(C)C)cc1 (stereo not drawn)	5.2%	10.3

Three of the entries above in order of the S3 lipid droplet value, smallest number first.
SMILES	S3 lipid droplet	S3 lipid droplet cell count max
O=S1(=O)CC/C(=N\O)c2ccccc21	5.1%	0.6
CCOC(=O)CSc1cc(=O)n(CC)c2ccccc12	5.6%	5.3
Cc1nnsc1S(=O)c1ccccc1Cl (stereo not drawn)	14.1%	-9.4

(listing goes on)
SMILES	S3 lipid droplet	S3 lipid droplet cell count max
O=C(O)Cc1sc(Nc2cccc3ccccc23)nc1-c1ccc(F)cc1	-9.1%	12.9
CCOC(=O)C1=C(C)NC(=O)NC1c1ccccc1Cl (stereo not drawn)	?	nt
COc1cccc(NC(=O)C2CCN(c3cnccn3)CC2)c1	?	nt
CC(=O)c1cc(C#N)c(SCC(=O)Nc2nccs2)nc1C	-3.6%	-10.6
c1cncc(-c2nnc(-c3cccs3)o2)c1	?	nt
Cn1c(=O)c2c(nc(N3CCc4ccccc4C3)n2Cc2ccc(Br)cc2)n(C)c1=O	?	nt
Cn1ncc(C#N)c1NC(=O)C1CC(c2c(F)cccc2Cl)=NO1 (stereo not drawn)	i	nt
O=C1Nc2ccccc2/C1=C/c1ccccc1Cl	-20.2%	-17.8
CCOC(=O)N1CCN(c2cc(C)c([N+](=O)[O-])cc2F)CC1	1.2%	-16.7
COc1cccc(C(=O)SC2=NCCS2)c1	-10.3%	-10.1
O=C1NC(=O)C(=O)N1	?	nt
CC1CCN(C(=O)NC(=O)c2ccc(Cl)cc2)CC1	-4.0%	-4.6
COc1ccccc1N(CC(=O)NCCSc1ccccc1)S(C)(=O)=O	0.6%	24.7
COc1ccccc1NC(=O)N1CCOCC1	?	nt
COc1ccc(N/C=C(\C(C)=O)c2ccc(OC)c(OC)c2)cc1OC	?	nt
COc1ccc(C(C)C)cc1S(=O)(=O)Nc1ccncc1	-4.7%	14.2
O=C(CN(C(=O)CSc1nc2ccccc2o1)c1ccccc1)NC1CCCCC1	?	nt
CCOc1cccc(CN2CCCC(N3CCc4ccccc4C3)C2)c1O (stereo not drawn)	-20.1%	-1.0
COc1ccc(C2/C(=C(/O)c3ccc4c(c3)CC(C)O4)C(=O)C(=O)N2CCCN2CCOCC2)cc1OC (stereo not drawn)	17.4%	nt
CCCCNC(=O)c1ccc(CNc2c(N3CCC(C(=O)OCC)CC3)c(=O)c2=O)cc1	0.7%	-1.8
O=C(COC(=O)c1cc([N+](=O)[O-])ccc1NCCO)Nc1ccc2c(c1)OCO2	?	nt
CCCC(c1nnnn1Cc1ccc(F)cc1)N1CCN(CC)CC1 (stereo not drawn)	3.4%	2.0

In a second layout: entries from further up
| smiles | S3 lipid droplet | S3 lipid droplet cell count max |
| --- | --- | --- |
| CCOC(=O)C1=C(C)NC(=O)NC1c1ccccc1Cl (stereo not drawn) | ? | nt |
| COc1cccc(NC(=O)C2CCN(c3cnccn3)CC2)c1 | ? | nt |
| CC(=O)c1cc(C#N)c(SCC(=O)Nc2nccs2)nc1C | -3.6% | -10.6 |

Not all compounds are listed; count on the stated rates, not on these rows.
